Screening data deposited in PubChem BioAssay by The Scripps Research Institute Molecular Screening Center.
ADAM17 inh – inhibitors of human ADAM17. P78536. recombinant ADAM17, EDANS/DABCYL FRET peptide cleavage. inhibition, % at 6.95 µM. actives 0.83% (n = 370,000);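 active = inhibition above the mean of compounds lying between control limits plus 3 SD, set per campaign, cut at about 8.5% in these data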;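 note: 0% = DMSO-only wells as the low control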
DDE Tn6 FP inh – disrupts Tn6 cyclic peptide binding to fibrin D-Dimer-E complex; Fibrin DD(E) TRITC-Tn6 fluorescence polarization displacement; actives 0.21% (n = 370,000); inhibition, % at 8.3 µM; AID 720509;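 active = inhibition above a per-campaign cutoff: mean of compounds within control limits plus 3 SD, cut at about 15% in these data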;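 note: 0% = median of all compound wells on the plate and 100% = blocking peptide control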
MBD2 DNA inh – MBD2-methylated oligo binding inhibition. Q9UBB5. TR-FRET, MBD2 binding to methylated oligonucleotide. inhibition, % at 4.4 µM. actives 0.31% (n = 370,000); in the data active = inhibition above about 13%
UHRF1 MBD2 ctr – blocks human UHRF1 binding to methylated DNA; UHRF1 binding to methylated oligo, TR-FRET; inhibition, % at 4.4 µM; actives 0.75% (n = 370,000); AID 687016; in the data active = inhibition above about 21%;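 note: UHRF1 SRA domain binding a hemimethylated CpG hairpin DNA probe; 0% = median of test compound wells and 100% = reference inhibitor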
Target sequence (Q96T88 whole entry, looked up, the tested form may be a part): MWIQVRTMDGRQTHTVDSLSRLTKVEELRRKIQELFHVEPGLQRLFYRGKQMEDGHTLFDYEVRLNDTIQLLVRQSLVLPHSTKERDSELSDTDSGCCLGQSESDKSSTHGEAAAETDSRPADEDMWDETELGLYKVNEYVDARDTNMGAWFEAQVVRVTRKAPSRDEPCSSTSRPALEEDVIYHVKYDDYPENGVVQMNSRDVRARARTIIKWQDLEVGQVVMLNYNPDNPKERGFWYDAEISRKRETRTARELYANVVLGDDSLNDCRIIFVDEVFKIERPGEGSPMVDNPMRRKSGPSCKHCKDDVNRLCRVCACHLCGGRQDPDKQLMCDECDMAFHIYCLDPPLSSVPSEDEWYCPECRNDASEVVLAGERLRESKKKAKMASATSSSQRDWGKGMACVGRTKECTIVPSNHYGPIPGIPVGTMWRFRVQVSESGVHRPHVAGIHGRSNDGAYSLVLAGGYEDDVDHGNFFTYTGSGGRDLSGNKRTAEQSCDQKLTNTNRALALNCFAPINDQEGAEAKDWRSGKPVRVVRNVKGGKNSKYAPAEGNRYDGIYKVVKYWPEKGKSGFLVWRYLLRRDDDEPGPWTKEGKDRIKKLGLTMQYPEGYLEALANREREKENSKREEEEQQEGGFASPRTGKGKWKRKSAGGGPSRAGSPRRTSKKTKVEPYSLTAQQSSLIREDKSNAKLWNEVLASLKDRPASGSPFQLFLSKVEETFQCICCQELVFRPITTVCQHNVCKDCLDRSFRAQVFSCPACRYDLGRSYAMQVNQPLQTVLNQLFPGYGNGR
proKLK7 act – activates the human kallikrein-7 zymogen | P49862 | purified proKLK7, EDANS-DABCYL substrate fluorescence; 100% is mature enzyme control, 0% vehicle | activation, % at 7 µM | actives 0.9% (n = 370,000) | AID 652039;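 active = activation above the mean of all tested compounds plus 3 SD, computed per campaign excluding outliers beyond control limits, cut at about 13% in these data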
PLCb3 inh – blocks human PLC-beta3 enzyme activity; Q01970; Purified PLC-beta3, fluorogenic substrate, fluorescence; inhibition, % at 12.2 µM; actives 0.18% (n = 370,000); in the data active = inhibition above about 11%;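 note: 0% = median of compound wells on plate and 100% = full blocker control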
ASAP1 inh – ASAP1 ArfGAP inhibition; Q9ULH1; ASAP1-stimulated ARF1 GTP hydrolysis, GDP FP detection; inhibition, % at 16.5 µM; actives 0.19% (n = 360,000); in the data active = inhibition above about 25%;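 note: 0% = vehicle with enzyme and substrate and 100% = no enzyme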
PLC-gamma1 inh – inhibitors of human phospholipase C gamma1; purified PLC-gamma1, fluorogenic substrate, fluorescence; actives 0.84% (n = 370,000); AID 720700; inhibition, % at 12.2 µM; in the data active = inhibition above about 9.5%
ARFGAP1 inh – inhibitors of rat ARFGAP1; Arfgap1-stimulated ARF1 GTP hydrolysis, GDP FP detection; inhibition, % at 16.5 µM; actives 0.26% (n = 360,000); Q62848;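 active = inhibition above a per-plate limit, mean inhibition of low control wells plus 3 SD, cut at about 25% in these data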;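 note: 0% = DMSO wells with enzyme and 100% = wells lacking Arfgap1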
Target sequence (Q62848 1-136 limits assumed): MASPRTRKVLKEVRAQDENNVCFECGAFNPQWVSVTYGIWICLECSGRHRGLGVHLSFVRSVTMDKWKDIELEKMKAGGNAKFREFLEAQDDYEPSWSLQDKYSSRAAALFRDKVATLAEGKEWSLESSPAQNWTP
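Assay system: purified rat His6-Arfgap1 residues 1-136 (GAP domain); Reagent: human Δ17 ARF1 bound to GTP; Dosing: 16.5 µM single point, 1.26% DMSO; Times: GTP hydrolysis reaction 2 h at 25 °C; Signal: FP, GDP Alexa 633 tracer displaced from anti-GDP antibody, 620/688 nm; Measure: % inhibition from polarization.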
Tn7 DDE FP – DD(E)-Tn7 binding inhibition, primary FP screen; P02675; inhibition, % at 8.3 µM; actives 0.13% (n = 370,000); FP displacement of FITC-Tn7 peptide from fibrin DD(E); 0% = median of compound wells per plate;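 active = inhibition above the mean of compounds falling within the control limits plus 3 SD of them, cut at about 14% in these data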;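 note: 0% = plate median of compound wells and 100% = 10 µM Aha-Tn7 peptide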
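Assay system: human fibrin DD(E). Input: DD(E) 2 µM final. Medium: Tris buffer with calcium and detergent, pH 7.8. Compound dosing: single point at 8.3 µM. Timing: 10 min plus 3 h, room temperature. Technique: fluorescence polarization of the labelled Tn7 tracer. Read-out: percent inhibition. Replicates: singlicate testing.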
Numbers without * were called inactive; i = inactive; · = not tested or not shown.

SMILES | ADAM17 inh | DDE Tn6 FP inh | MBD2 DNA inh | UHRF1 MBD2 ctr | proKLK7 act | PLCb3 inh | ASAP1 inh | PLC-gamma1 inh | ARFGAP1 inh | Tn7 DDE FP
CC(C)CC1COC(=O)N1 (stereo unspecified) | -2 | -2 | 1 | 1 | -0.7 | 5 | -3 | 2 | 1 | -2
Cc1ccc(S(=O)(=O)Nc2nc(C)cc(NN)n2)cc1 | 1 | 0 | -3 | -3 | -0.5 | -8 | 0 | -8 | -2 | -1
CC1CN(c2snnc2C=C2C(=O)OC(C)(C)OC2=O)CC(C)O1 (stereo unspecified) | -1 | 7 | -1 | -1 | 0.6 | -10 | 1 | 0 | 1 | -6
O=C(c1ccc(-c2cccc(C(F)(F)F)c2)o1)N1CCN(c2ccccc2O)CC1 | 5 | -4 | -1 | -2 | 0.3 | -12 | 3 | -7 | 3 | -5
NC(=O)C1CCN(c2nc(C3CC3)nc3c2nnn3Cc2ccccc2)CC1 | -1 | -2 | -4 | -4 | -0.5 | -1 | 19 | 1 | -2 | -11
Nc1ccc(C(=O)N2N=C(c3ccc(F)cc3)CC2(O)C(F)(F)F)cc1 (stereo unspecified) | -2 | 11 | -3 | -2 | 0.0 | -62 | 0 | -36 | -1 | -1
OC(COCc1cccs1)CN1CCN(c2ccccc2Cl)CC1 (stereo unspecified) | -2 | 1 | -6 | -3 | 0.1 | 0 | 12 | 3 | 4 | -1
CC(C)NC(=O)[C@H]1N2C(=O)c3ccccc3C2SC1(C)C (stereo partly specified) | -384 | -6 | -5 | 3 | 0.3 | -5 | 6 | -1 | 8 | 0
CCOc1ccc(-c2nc(-c3ccccc3)no2)cc1OCC | -2 | -2 | 4 | -1 | 0.1 | 3 | 4 | 1 | 6 | 5
CC(C)(C)[C@@H]1C=C(C(N)=O)O[C@H](OCCCCO)C1 | -4 | 1 | 1 | -4 | 0.3 | -4 | 15 | -4 | -7 | 3
CC(=O)NC1=C(NC2CCS(=O)(=O)C2)C(=O)c2ccccc2C1=O (stereo unspecified) | 4 | -3 | -13 | -5 | 0.0 | 3 | -20 | 2 | -2 | -2
CCOC(=O)c1[nH]c(C)c(C(=O)OCC(=O)NC(=O)NC(C)(C)C)c1C | -6 | 0 | 5 | 13 | 0.1 | -3 | -1 | -3 | -8 | 1
C=CCNc1nc2c(c(=O)n(C)c(=O)n2C)n1Cc1ccc(F)cc1 | 3 | 2 | -4 | -1 | 0.3 | 2 | -5 | 5 | -15 | 3
CC(=O)c1ccc(N2CCN(C(=O)c3ccc4[nH]c(C)c(C)c4c3)CC2)cc1 | -2 | -5 | 2 | -2 | 0.0 | -15 | -7 | -7 | 2 | -7
O=C(CCCOc1ccc(Br)cc1)Nc1nnc(C2CC2)s1 | -1 | 1 | 8 | 2 | 0.2 | -10 | -19 | 1 | 1 | -2
COc1ccc(N2CCN(CCNC(=O)Nc3cc(Cl)ccc3OC)CC2)cc1 | 0 | -1 | 0 | 1 | 0.3 | -4 | -8 | 2 | 7 | -3
COc1ccc(S(=O)(=O)NCC2CCCN(C(=O)CSC)C2)cc1 (stereo unspecified) | 2 | -2 | -8 | 1 | 0.2 | -3 | -5 | 5 | -10 | -3
Cc1cccc(C(C)n2nnc3ccccc32)c1O (stereo unspecified) | -1 | 0 | 5 | -1 | 0.4 | -1 | 11 | 3 | 1 | -2
COc1cccc(/C=C2\SC(=S)N(NS(=O)(=O)c3ccccc3)C2=O)c1OC | -1 | -2 | -1 | -3 | 0.4 | -17 | 5 | -7 | -7 | -2
CS(=O)(=O)c1ccc(Cl)c(NC(=O)COC(=O)c2ccc(S(=O)(=O)N3CCCC3)cc2)c1 | -2 | -6 | -5 | -1 | 0.0 | 2 | -7 | 1 | 13 | -6
Cc1ccc(/C=N/NC(=O)c2cc(C3CC3)nc3ccccc23)o1 | 5 | -2 | -1 | 1 | 0.1 | -3 | 7 | -3 | 3 | -8
O=C(Cn1cc(C(F)(F)F)ccc1=O)N/N=C/c1ccc(O)cc1 | -4 | 5 | 5 | -2 | 0.2 | -6 | -1 | 1 | 13 | 4
O=C(NCc1ccco1)c1cc([N+](=O)[O-])ccc1Cl | -4 | 9 | 7 | 8 | 0.1 | -4 | -8 | 3 | 10 | 2
CCCCCCCCNC(=O)/C(C#N)=C/c1ccc2c(c1)OCCO2 | 1 | -5 | 1 | 1 | -0.1 | -1 | 5 | 0 | 3 | -4
COc1cccc(N2CCN(C(=O)c3cccc(S(=O)(=O)N4CCCC4)c3)CC2)c1 | -1 | -4 | 2 | -1 | -0.3 | -5 | -3 | 2 | -5 | -2
O=C(Nc1ccc(F)c(Cl)c1)N1CCCC1 | 2 | -4 | -2 | -2 | 0.3 | 4 | -5 | 1 | 7 | -1
COC(=O)c1cc2c(c3c4cc(F)ccc4n(S(=O)(=O)c4cccc(C)c4)c13)C(=O)N(Cc1ccco1)C2 | -3 | -8 | -2 | -2 | -1.5 | -24 | 2 | -18 | 4 | 7
Cc1cccc(-c2cc3nc(C)cc(NCCCn4ccnc4)n3n2)c1 | -15 | -6 | 3 | 1 | 0.8 | -27 | 16 | -19 | -1 | 0
COc1cccc(CN(C)C(=O)CCNC(=O)c2ccco2)c1 | -5 | 2 | 6 | 12 | -0.4 | -6 | -7 | -1 | 11 | 2
CCCCCCOc1ccc(N2C(=O)CC(N(CCc3ccc(S(N)(=O)=O)cc3)C(C)=O)C2=O)cc1 (stereo unspecified) | 2 | 2 | 0 | -1 | 0.0 | 0 | -19 | 2 | -21 | 4
CCOC(=O)c1ccc(NC(=S)NCC(O)c2ccccc2)cc1 (stereo unspecified) | 4 | -10 | -3 | -2 | -0.2 | 3 | -3 | 2 | 2 | 3
CCCNC(=O)C1(C)CCCN(Cc2ccc(-c3ccccc3)cc2)C1 (stereo unspecified) | -4 | 8 | 3 | 2 | 0.0 | 3 | -7 | 0 | 1 | 2
CCCC(=O)N1CCC[C@]2(CC[C@H](CCC(C)=O)O2)C1 | -5 | 2 | 3 | 4 | -0.5 | 5 | · | 2 | · | 4
Cc1ccccc1Cn1cnc2ccccc2c1=O | -5 | -6 | -1 | 2 | -0.2 | -1 | -5 | 0 | 1 | 3
N/C(=N\OC(=O)c1ccc(Cl)c(Cl)c1)c1cccnc1 | 0 | 0 | 3 | 14 | 0.2 | 1 | 5 | 0 | -13 | -5
Cc1cccc(NC(=O)CN2C(=O)NC(C)(c3ccc4c(c3)OCO4)C2=O)c1 (stereo unspecified) | 1 | -7 | 2 | 0 | -0.1 | 0 | -4 | 3 | -1 | 4

4 compounds out of the list above, arranged by the number in ADAM17 inh, smallest number first:
SMILES | ADAM17 inh | DDE Tn6 FP inh | MBD2 DNA inh | UHRF1 MBD2 ctr | proKLK7 act | PLCb3 inh | ASAP1 inh | PLC-gamma1 inh | ARFGAP1 inh | Tn7 DDE FP
O=C(NCc1ccco1)c1cc([N+](=O)[O-])ccc1Cl | -4 | 9 | 7 | 8 | 0.1 | -4 | -8 | 3 | 10 | 2
CC(=O)c1ccc(N2CCN(C(=O)c3ccc4[nH]c(C)c(C)c4c3)CC2)cc1 | -2 | -5 | 2 | -2 | 0.0 | -15 | -7 | -7 | 2 | -7
N/C(=N\OC(=O)c1ccc(Cl)c(Cl)c1)c1cccnc1 | 0 | 0 | 3 | 14 | 0.2 | 1 | 5 | 0 | -13 | -5
CCCCCCOc1ccc(N2C(=O)CC(N(CCc3ccc(S(N)(=O)=O)cc3)C(C)=O)C2=O)cc1 (stereo unspecified) | 2 | 2 | 0 | -1 | 0.0 | 0 | -19 | 2 | -21 | 4

Next part.
SMILES | ADAM17 inh | DDE Tn6 FP inh | MBD2 DNA inh | UHRF1 MBD2 ctr | proKLK7 act | PLCb3 inh | ASAP1 inh | PLC-gamma1 inh | ARFGAP1 inh | Tn7 DDE FP
C=C1CSc2nc(=O)c3c4c(sc3n21)CCC4 | -2 | 3 | -5 | -3 | 0.3 | -2 | 5 | -5 | 12 | 1
COc1ccc(/C=C2\CCc3c2nc2ccccc2c3C(=O)O)cc1OC | -79 | -10 | -7 | 1 | 16* | i | 2 | -344 | 4 | 23*
CC(C)(CNC(=O)C1CCCN1C(=O)c1cccs1)N1CCOCC1 (stereo unspecified) | -3 | 1 | 1 | 0 | 0.1 | 6 | 2 | 2 | -17 | 0
O=S1(=O)c2ccc(Br)cc2N2CCC[C@@H]2CN1Cc1ccccc1 | 2 | 1 | 5 | -2 | -0.1 | 3 | -3 | -1 | -4 | 6
Cc1c(N=C2SCC(=O)N2/N=C/c2ccccc2)c(=O)n(-c2ccccc2)n1C | -1 | 9 | 2 | 0 | -0.4 | 2 | -7 | -2 | -4 | 6
COc1ccc(C(=O)NN)cc1COc1ccc(Br)cc1 | 1 | -14 | 2 | 5 | -0.9 | -3 | -4 | 0 | 4 | -3
COc1ccc(C(=O)Cc2ccc3c(c2)OCO3)c(O)c1 | -3 | -4 | 2 | -1 | 8.2 | -8 | -2 | -5 | 5 | 13
O=C(c1cc2nc(-c3ccco3)cc(C(F)(F)F)n2n1)N1CCCc2ccccc21 | -5 | 1 | 2 | -2 | -0.1 | -11 | -9 | -6 | -5 | 2
CC1CCCCC12NC(=O)N(CC(=O)Nc1ccc(S(=O)(=O)Nc3ncccn3)cc1)C2=O (stereo unspecified) | -4 | -3 | 5 | -3 | -0.1 | -13 | -3 | -2 | -2 | 1
CC(=O)Nc1ccc2nc(-c3ccccn3)[nH]c2c1 | -57 | -4 | -6 | -1 | -3.5 | -87 | 2 | -76 | -5 | 2
O=C1NC[C@H](c2ccccc2)N(CCc2cccc3ccccc23)C1=O | -1 | -1 | 2 | -2 | -0.3 | 0 | 0 | -1 | 1 | -7
N#Cc1c(N)nc2c(c1-c1ccc(Br)s1)CCCC2 | -2 | -6 | 0 | 0 | 0.9 | -5 | 10 | -5 | -1 | -8
O=S(=O)(c1ccccc1)C(/C=N\O)/C=C/c1ccccc1 (stereo unspecified) | -2 | -9 | 8 | 5 | 0.5 | -11 | -5 | -7 | -9 | -6
O=c1c(Cl)cc(Cl)nn1-c1ccccc1 | -5 | -2 | 1 | 4 | -0.6 | 1 | -3 | 1 | -6 | 10
COc1ccc(CC(N)c2csc(NC(=O)c3cccs3)n2)cc1 (stereo unspecified) | -2 | -3 | -1 | 0 | -0.8 | -12 | 11 | -11 | 4 | -4
CCc1cc(C=NC2CCCCC2)c(O)s1 | 0 | -4 | -1 | -5 | -0.1 | 3 | -7 | -12 | -3 | 0
CC(C(=O)O)N1C(=O)/C(=C/C=C/c2ccco2)SC1=S (stereo unspecified) | -5 | -3 | 101* | 101* | 0.7 | -3 | -9 | 37* | -45 | 1
Brc1ccc2[nH]c3c(c2c1)CCC3 | -2 | -2 | -1 | -1 | 0.6 | -14 | -11 | -5 | 2 | -4
CCCOc1ccc(C2C(=O)N(C3CCCCC3)CC(=O)N2CCC)cc1OC (stereo unspecified) | -7 | -1 | 0 | 2 | 0.3 | -2 | 3 | 1 | -3 | -3
CNC(=O)CSc1nc2ccccc2c(=O)n1CCc1ccccc1 | -1 | -3 | 2 | 4 | 0.1 | -2 | 3 | 3 | -13 | 1
